# Vif-APOBEC3F blk – blocks the Vif interaction with APOBEC3F. AID 602313. actives 0.2% (n = 390,000). Potency, µM (highest dose often 46.1 µM), for the others: at the top dose activity, negative = active. HeLa A3F-eYFP + Vif (tagged APOBEC3F with the HIV-1 protein that degrades it), YFP fluorescence increase; note: potency is the fitted concentration of half-maximal effect; % of control where 0% means no effect; nearly all actives have a fitted effect of over 65% in size
#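 HeLa cells stably expressing Vif plus C-terminally eYFP-tagged A3F were seeded, incubated overnight at 37 deg C, dosed with compound, incubated overnight again at 37 deg C. Yellow fluorescence (Ex 488/Em 500-530) reported blocked Vif-mediated A3F-eYFP degradation.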
# Glioma ERSR ind – induces the endoplasmic reticulum stress response in human glioma cells; U87-MG GRP78 promoter luciferase reporter, 16 h; Potency, µM, inactives show at the highest dose activation, actives largely listed as activators; actives 0.02% (n = 420,000); AID 602332; note: potency is the fitted concentration of half-maximal effect; series mostly up to about 76 µM; % of control where 0% means no effect; nearly all actives have a fitted effect of over 35% in size
#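 Stably transfected U87-MG glioma cells carrying a GRP78-based luciferase sensor; 16 h compound incubation. Luminescence end-point read 10 min after Bright-Glo addition at room temperature.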
# LDHA block – inhibitors of human lactate dehydrogenase A. actives 0.15% (n = 480,000). P00338. AID 1347041. purified LDHA, NADH/diaphorase-resazurin fluorescence; hits give low values. activity change, % (values are at about 110 or 230 µM); in the data active = activity change below about -30%; inconclusive = mostly about -25% to -30%;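 note: plate controls were DMSO wells for no effect and wells without enzyme for full effect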
#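 Enzyme activity of human lactate dehydrogenase 5 (2 nM; 0.06 mM NADH, 0.2 mM pyruvate, 5 min, RT) is measured via a resazurin/diaphorase fluorescence readout of residual NADH.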
# TrxR1 inh – rat TrxR1 inhibition. Potency, µM (titrated, usually from 114 µM), inactives show at the highest dose activity change, negative = inhibition, most hits filed as inhibitors. AID 588453. O89049. actives 1% (n = 390,000). recombinant rTrxR1, NADPH fluorescence consumption, selenite substrate; note: potency is the fitted concentration of half-maximal effect; % is set by controls: 0 for no effect and ±100 for the full control effect; nearly all actives have a fitted effect of over 65% in size
#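 Rat TrxR1 (90 nM in the dispensed reagent) was pre-reduced with 400 uM NADPH for 5 min at room temperature, then incubated with compound for 15 min. After 400 uM selenite was added, NADPH fluorescence (Ex 340/Em 450 nm) was followed for 8 min.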
# IDH1 R132H inh – human IDH1 R132H inhibition; AID 602179; O75874; actives 0.093% (n = 390,000); Potency, µM (series often up to 76.6 µM), for inactives: at the top dose activity change, negative = inhibition, hits mostly inhibitors; IDH1-R132H enzyme, NADPH consumption, diaphorase/resazurin fluorescence; note: potency is the fitted concentration of half-maximal effect; % is set by controls: 0 for no effect and ±100 for the full control effect; nearly all actives have a fitted effect of over 65% in size
# Target sequence (O75874 whole entry R132H, stated change not applied): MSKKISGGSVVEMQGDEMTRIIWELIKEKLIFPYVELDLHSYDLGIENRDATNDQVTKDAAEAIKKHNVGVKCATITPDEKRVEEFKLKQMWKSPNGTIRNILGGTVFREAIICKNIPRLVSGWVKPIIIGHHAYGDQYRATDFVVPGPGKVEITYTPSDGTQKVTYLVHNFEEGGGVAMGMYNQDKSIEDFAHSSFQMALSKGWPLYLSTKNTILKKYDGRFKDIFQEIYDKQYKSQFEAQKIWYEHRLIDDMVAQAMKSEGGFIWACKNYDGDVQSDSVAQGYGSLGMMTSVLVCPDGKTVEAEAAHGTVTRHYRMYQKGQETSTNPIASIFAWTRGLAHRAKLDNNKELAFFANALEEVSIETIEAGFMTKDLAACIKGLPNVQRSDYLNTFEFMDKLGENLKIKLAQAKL
#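 IDH1-R132H (0.5 ug/mL) preincubated 30 min with compound, then NADPH (0.016 mM) and alpha-KG (2 mM) added; 80 min at RT, pH 7.5. Remaining NADPH coupled via diaphorase/resazurin to fluorescence (540/590 nm); concentration-response curves normalized to no-enzyme control.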
# RGS4 inh – human RGS4 inhibition. Transcreener GDP fluorescence polarization, RGS4-accelerated GTP hydrolysis. actives 0.039% (n = 390,000). AID 504845. Potency, µM (doses to about 114 µM), inactives show at the highest dose activity change, negative = inhibition, usual class: inhibitors; note: potency is the fitted concentration of half-maximal effect; % is set by controls: 0 for no effect and ±100 for the full control effect; nearly all actives have a fitted effect of over 75% in size; some results filed as inactive show a strong effect at the top dose
# Target sequence (P49798 whole entry, looked up): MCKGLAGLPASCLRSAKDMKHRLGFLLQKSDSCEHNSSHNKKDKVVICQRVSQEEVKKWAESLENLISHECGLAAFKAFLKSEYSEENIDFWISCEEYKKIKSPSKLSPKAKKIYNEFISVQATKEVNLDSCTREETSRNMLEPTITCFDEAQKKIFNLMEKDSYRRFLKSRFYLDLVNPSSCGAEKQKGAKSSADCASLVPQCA
#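 MLSMR compounds (23 nl, pin-transferred) preincubated 10 min at room temperature with a 500nM (2x) first reagent, then RGS4 at 900nM (2x) plus Transcreener GDP mix added; fluorescence polarization (620/688 nm) read before and after 90 min at 30 °C.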
# Vif-A3G inh – inhibitors of Vif-APOBEC3G interaction. Q9HC16. HeLa A3G-eYFP + Vif (tagged APOBEC3G with the HIV-1 protein that degrades it), YFP fluorescence, overnight. Potency, µM (doses to about 46.1 µM), without a hit: top-dose activity, negative = active, hits mostly inhibitors. actives 0.076% (n = 410,000). AID 602310;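 note: potency is the fitted concentration of half-maximal effect; % is set by controls: 0 for no effect and ±100 for the full control effect; nearly all actives have a fitted effect of over 60% in size; hits raise eYFP signal because A3G escapes Vif-driven loss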
# Target sequence (Q9HC16 whole entry, looked up): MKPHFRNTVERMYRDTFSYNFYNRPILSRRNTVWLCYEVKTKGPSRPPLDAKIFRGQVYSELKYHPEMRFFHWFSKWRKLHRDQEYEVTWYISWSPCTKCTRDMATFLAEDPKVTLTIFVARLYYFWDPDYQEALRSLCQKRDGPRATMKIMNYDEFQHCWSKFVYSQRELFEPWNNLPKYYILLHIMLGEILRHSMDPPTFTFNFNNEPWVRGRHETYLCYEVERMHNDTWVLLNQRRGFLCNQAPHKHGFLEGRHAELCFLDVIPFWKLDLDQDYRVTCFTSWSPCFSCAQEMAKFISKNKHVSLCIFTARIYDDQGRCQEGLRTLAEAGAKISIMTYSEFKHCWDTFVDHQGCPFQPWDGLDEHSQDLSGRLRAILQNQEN
#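 HeLa cells stably expressing Vif and C-terminally eYFP-tagged A3G, seeded overnight at 37 deg C, then exposed to compound by pintool overnight at 37 deg C. Rise in yellow fluorescence (Ex 488/Em 500-530, Acumen) marks blocked Vif-driven A3G degradation.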
# TrxR1 substrate – is turned over as a substrate by rat TrxR1. purified TrxR1 substrate turnover, NADPH consumption readout. O89049. actives 0.01% (n = 390,000). Potency, µM (titrated, usually from 114 µM), for inactives: at the highest dose activity change, negative = substrate turnover; note: potency is the fitted concentration of half-maximal effect; % is set by controls: 0 for no effect and ±100 for the full control effect; nearly all actives have a fitted effect of over 50% in size
#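 Rat TrxR1, dispensed at 90 nM, was prereduced with 400 uM NADPH (final) for 5 min at ~22 deg C, then incubated with compound 15 min before 400 uM selenite. A first-read NADPH fluorescence drop versus no-compound background flagged substrates.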
# USP1-UAF1 inh – blocks the human USP1/UAF1 deubiquitinase complex. O94782. recombinant USP1/UAF1, Ub-Rhodamine cleavage fluorescence. Potency, µM (top dose mostly 57.1 µM), for inactives: at the highest dose activity change, negative = inhibition, most hits filed as inhibitors. actives 0.23% (n = 390,000). AID 743255; note: potency is the fitted concentration of half-maximal effect; % is set by controls: 0 for no effect and ±100 for the full control effect; nearly all actives have a fitted effect of over 60% in size; inactives centre near -12
#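 1 nM enzyme complex + cpd, 15 min RT; start with Ub-Rho 150nM final; kinetic fluorescence ex 480/em 540, 6 reads q60 s. Buffer 50mM HEPES pH 7.8, 0.5mM EDTA, 0.1 mg/ml BSA, 1mM TCEP, 0.01% Tween-20.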
# * hit, by the source's call; ? = inconclusive; . = no result given; [ ] = another dose, or the depositor's remark. Unless noted, calls come from the whole dose curve; as a rule, active = well fitted curve in the direction sought with a large enough effect; inconclusive = small, poorly fitted or top-dose-only effect, or another doubt; inactive = no such curve, though single readings can be large; an effect the other way counts as inactive or inconclusive. A portion of the library; count on the stated rates, not on these rows.
# Preview, 8 compounds:
SMILES,Vif-APOBEC3F blk,Glioma ERSR ind,LDHA block,TrxR1 inh,IDH1 R132H inh,RGS4 inh,Vif-A3G inh,TrxR1 substrate,USP1-UAF1 inh
Cc1ccc(S(=O)(=O)N(C)C)cc1NC(=S)NNC(=O)C1CC1,0%,-3%,-5,-6%[57.1 µM],3%,-7%,0%,7%[57.1 µM],3%
CCOC(=O)CN1C(=O)NC(C)(c2ccc(OC(F)F)cc2)C1=O (stereo not drawn),.,-4%,-3,-15%,-1%,-3%,2%,-7%,-19%
CC(C)c1cc(Br)ccc1OCCCN1C(=O)NC(C)(C)C1=O,-5%,-3%,3,-3%,16%,17%,-1%,-9%,-14%
CCOc1ccc(NC(=O)C2CCN(S(=O)(=O)c3c(C)noc3/C=C/c3c(C)cc(C)cc3C)CC2)cc1,-9%,0%,-6,17%[57.1 µM],-4%,10%,5%,-1%[57.1 µM],?
COc1ccc(CC(=O)NNS(=O)(=O)c2ccc(F)cc2)cc1,-19%,-5%,-5,22%,5%,2%,5%,4%,-15%
O=C(CSCc1ccccn1)Nc1ccccc1,-2%,3%,-3,12%[57.1 µM],2%,-10%[11.4 µM],-1%,9%[57.1 µM],2%
COCC1CCN(Cc2nc(-c3ccc4c(c3)OCO4)no2)C1 (stereo not drawn),4%,9%,-4,14%[57.1 µM],4%,-37%,7%,-2%[57.1 µM],-22%
O=C(N/N=C\c1ccc(Cl)s1)c1ccc(Cn2cccn2)o1,4%,-3%,-7,-13%[57.1 µM],22%,?,0%,-7%[57.1 µM],-3%

# All compounds of this part (from the top)
SMILES,Vif-APOBEC3F blk,Glioma ERSR ind,LDHA block,TrxR1 inh,IDH1 R132H inh,RGS4 inh,Vif-A3G inh,TrxR1 substrate,USP1-UAF1 inh
Cc1ccc(S(=O)(=O)N(C)C)cc1NC(=S)NNC(=O)C1CC1,0%,-3%,-5,-6%[57.1 µM],3%,-7%,0%,7%[57.1 µM],3%
CCOC(=O)CN1C(=O)NC(C)(c2ccc(OC(F)F)cc2)C1=O (stereo not drawn),.,-4%,-3,-15%,-1%,-3%,2%,-7%,-19%
CC(C)c1cc(Br)ccc1OCCCN1C(=O)NC(C)(C)C1=O,-5%,-3%,3,-3%,16%,17%,-1%,-9%,-14%
CCOc1ccc(NC(=O)C2CCN(S(=O)(=O)c3c(C)noc3/C=C/c3c(C)cc(C)cc3C)CC2)cc1,-9%,0%,-6,17%[57.1 µM],-4%,10%,5%,-1%[57.1 µM],?
COc1ccc(CC(=O)NNS(=O)(=O)c2ccc(F)cc2)cc1,-19%,-5%,-5,22%,5%,2%,5%,4%,-15%
O=C(CSCc1ccccn1)Nc1ccccc1,-2%,3%,-3,12%[57.1 µM],2%,-10%[11.4 µM],-1%,9%[57.1 µM],2%
COCC1CCN(Cc2nc(-c3ccc4c(c3)OCO4)no2)C1 (stereo not drawn),4%,9%,-4,14%[57.1 µM],4%,-37%,7%,-2%[57.1 µM],-22%
O=C(N/N=C\c1ccc(Cl)s1)c1ccc(Cn2cccn2)o1,4%,-3%,-7,-13%[57.1 µM],22%,?,0%,-7%[57.1 µM],-3%
CCOC(=O)c1c(N2C(=O)Nc3ccccc3N2O)n[nH]c1-c1cccc(Cl)c1,-9%,-3%,3,23%,5%,-17%,-10%,10%,-27%
O=[N+]([O-])/C(Cl)=C(/NCCO)C(Cl)=C(Cl)Cl,-2%,-6%,-5,?,2%,-27%,2%,10%[57.1 µM],1%
COc1ccc(CN(C)Cc2cc(=O)oc3cc(C)c(C(C)C)cc23)cc1OC,-11%,-4%,1,-16%,-1%,-11%,5%,-5%,-20%
CC(NC(=S)Nc1ccc(OC(F)F)cc1OC(F)F)C(C)(C)C (stereo not drawn),?,-5%,-5,-3%[57.1 µM],11%,13%,-4%,-2%[57.1 µM],-11%
COc1cccc(NC(=O)C2CCCCC2)c1,-12%,7%,4,-2%,-2%,-1%,0%,-2%,3%
COCCN(C(=O)COC(=O)C1CC1C)c1c(N)n(Cc2ccccc2)c(=O)[nH]c1=O (stereo not drawn),-1%,-6%,-2,0%,3%,-8%,1%,-7%,-10%
COc1ccc(S(=O)(=O)NCC(c2ccco2)S(=O)(=O)c2cccs2)cc1OC (stereo not drawn),-2%,-1%,1,?,-3%,11%,11%,-2%[57.1 µM],-24%
C/C(=C/CCC(C)[C@H]1CC[C@@]2(C)C3=C(CC[C@]12C)[C@@]1(C)CCC(=O)C(C)(C)[C@@H]1CC3)C(=O)O (stereo partly drawn),1%,0%,-8,-11%,-16%,-15%,-2%,-9%,-10%
CCN(C(=O)CN(C)Cc1c(F)cccc1Cl)c1c(N)n(Cc2ccccc2)c(=O)[nH]c1=O,10%,-2%,-5,-2%[57.1 µM],19%,-14%,1%,4%[57.1 µM],-17%
CCN(CC(=O)Nc1ccc(C#N)cc1)CC(=O)Nc1ccc2c(c1)OCCO2,3%,0%,0,.,10%,.,0%,.,-26%
COc1ccc(CC(C(=O)Nc2cc(C)ccc2C)/C(N)=N/O)cc1 (stereo not drawn),0%,-3%,-16,11%,2%,46%,5%,1%,-12%
CCn1c(SCC(=O)Nc2ccc3c(c2)c2ccccc2n3CC)nnc1-c1cnccn1,-31%,-1%,1,10%,5%,-11%,-1%,-8%,-27%
CCOC(=O)c1cnc(COc2ccc(OC)cc2)[nH]c1=O,-2%,-3%,-6,13%[57.1 µM],0%,9%,-1%,-4%,-4%
CCC(O)c1nc2ccccc2n1Cc1cccc(Cl)c1 (stereo not drawn),-5%,-3%,-6,14%,5%,-2%,1%,2%,?
CN(C)CCCN(C(=O)c1ccc([N+](=O)[O-])o1)c1nc2cc3c(cc2s1)OCO3,0%,-1%,3,50µM*,17%,26%,-23%,-7%,?
COC(=O)C1=C(N)N(c2ccccc2F)C2=C(C(=O)CC(C)(C)C2)C1c1ccc(OC)c(OC)c1 (stereo not drawn),-2%,5%,-6,4%,2%,-17%,-6%,-5%,-5%
CC(=O)c1c(C)cc(C)c(CSc2nnc(-c3ccco3)o2)c1C,1%,-2%,1,23%,3%,10%,1%,-6%[57.1 µM],-12%
O=C1c2cccc3c(N4CCCCC4)ccc(c23)C(=O)N1c1ccccn1,?,8%,-3,5%,0%,3%,-16%,-2%,-22%
COc1ccccc1C1C(C(C)=O)=C(C)N=c2s/c(=C\c3cc(OC)c(OC)c(OC)c3)c(=O)n21 (stereo not drawn),-6%,-4%,5,-4%[57.1 µM],1%,-3%,-10%,6%[57.1 µM],?
Cc1cccc(NC(=O)C2C3CCC4C(CCC32)C4(Cl)Cl)c1 (stereo not drawn),6%,-1%,-1,-6%,2%,15%,0%,-7%,-21%
COc1ccc(CCNC(=O)C2CCCN2S(=O)(=O)c2cccc3nsnc23)cc1OC (stereo not drawn),1%,0%,-3,-21%,-10%,3%[56.9 µM],1%,-15%,-16%
O=C(CNS(=O)(=O)c1ccc(C(=O)N2CCCCC2)cc1)N1CCCCC1,.,-7%,-5,23%,-5%,?,-1%,9%,-13%
Cc1ccc(NC(=O)c2cccc(OCc3c(C)noc3C)c2)c(C)c1,-5%,1%,7,-2%,0%,-9%[56.9 µM],-6%,-3%,-2%
CCOC(=O)c1c(C)[nH]c(CCC(=O)NCc2ccc(OC)c(OC)c2)c1C,0%,-1%,-5,8%[57.1 µM],-1%,-24%,-1%,-3%[57.1 µM],-10%
COc1ccc(CN2C3CCCC2CC(NC(=O)Nc2ccccc2)C3)cc1 (stereo not drawn),1%,-4%,-2,28%,4%,10%,2%,10%,-23%
COc1ccc(N2CC(NC(=O)COc3ccccc3F)CC2=O)cc1OC (stereo not drawn),-6%,3%,8,15%[57.1 µM],-12%,-13%,2%,2%[57.1 µM],-7%
CSc1ccc(S(=O)(=O)N2CCC(C(=O)N3CCc4ccccc4C3)CC2)cc1,-2%,-3%,-2,10%,-5%,-8%,0%,3%,-26%
COC(=O)C(CC(C)C)NC(=O)c1cc(OC)c(OC)c(OC)c1 (stereo not drawn),-1%,-3%,-2,14%,3%,-32%,2%,6%,-13%
O=C(CSc1nc2ccccc2nc1Cc1ccccc1)N1CCCCC1,4%,-3%,2,2%[57.1 µM],7%,-9%,-2%,-7%[57.1 µM],-29%
CC(C)CCNC(=S)NC1CCCC1,3%,-2%,0,-5%,2%,-3%,1%,-1%,-13%
COC(=O)CSc1nnc(CNc2ccc(F)cc2)o1,0%,2%,-4,5%[57.1 µM],-3%,-1%,6%,6%[57.1 µM],-20%
COc1ccc(/C=N\NC(=O)COc2ccccc2)c(C(=O)O)c1OC,-10%,-4%,-1,17%,-3%,-10%,-9%,-4%,-10%

# Screens deposited in PubChem by National Center for Advancing Translational Sciences (NCATS).
